# FECH block: human FECH heme synthesis enzyme inhibition. purified FECH, Ni-mesoporphyrin absorbance 550 nm. hit rate 3.3% among 20,000. calls only at 10 µM (by protocol). P22830. AID 1671448;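 active = enzyme reaction rate more than 3 SD below the solvent-only control wells on the same plate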;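 also: lower slope than DMSO wells means FECH inhibition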
# Target sequence (P22830 whole entry, looked up): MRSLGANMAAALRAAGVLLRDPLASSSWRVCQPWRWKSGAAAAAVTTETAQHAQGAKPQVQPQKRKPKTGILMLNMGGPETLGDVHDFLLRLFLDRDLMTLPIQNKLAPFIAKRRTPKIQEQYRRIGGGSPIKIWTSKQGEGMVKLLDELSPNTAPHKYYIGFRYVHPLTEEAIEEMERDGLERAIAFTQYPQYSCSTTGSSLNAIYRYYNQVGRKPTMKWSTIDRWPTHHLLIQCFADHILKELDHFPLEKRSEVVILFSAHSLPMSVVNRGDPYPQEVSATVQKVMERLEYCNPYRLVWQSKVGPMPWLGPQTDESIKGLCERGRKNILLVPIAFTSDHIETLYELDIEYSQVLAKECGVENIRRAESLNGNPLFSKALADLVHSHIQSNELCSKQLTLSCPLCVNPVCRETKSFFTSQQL
# Calls only; i = inactive; + = active, no number.
FECH block | compound
i | CC(=O)N1CCc2c(sc(NC(=O)C3COc4ccccc4O3)c2-c2nc3ccccc3s2)C1 (configuration not stated)
i | CCOC(=O)c1c(C)[nH]c(C(=O)N2CCOC3(CNCCOC3)C2)c1C (configuration not stated)
i | CN1CCCCC1CCC(=O)NCc1cccnc1-n1cncn1 (configuration not stated)
i | CN(C)Cc1nnc(C(=O)N(C)CCC(O)c2ccccc2)o1 (configuration not stated)
i | O=C(CCn1ccc(=O)[nH]c1=O)N(Cc1ccsc1)CC1CCCO1 (configuration not stated)
i | CCc1ncc(CN2CCN(C(=O)c3cccc(OC)c3)CC2)cn1
i | CCc1c(C(=O)NCCc2nc(-c3cccnc3)n[nH]2)[nH]c2ccccc12
i | Cc1cc(N2CCC3(CC2)N=C(N(C)C)NC3=O)nc(-c2cccnc2)n1
i | CCn1c(C2CCCN(c3nc(C)cc(C)n3)C2)nn(CCN(C)C)c1=O (configuration not stated)
i | COCCN(Cc1cccs1)C(=O)c1coc2c1C(=O)CCC2
i | c1ccc(-c2nc3c(s2)CCCC3)c(CN2CCOCC2)c1
i | Cc1ccccc1NC(=O)c1nc2ccccc2n(C)c1=O
i | CN(Cc1ccc2nsnc2c1)C(=O)[C@H]1CCCC[C@H]1C(=O)NC(C)(C)C
i | Cc1nc2c(c(NCCC(=O)N3CCC(C)CC3)n1)CCNC2
i | COc1ccc(C(=O)Nc2nc3n(n2)C(c2ccccc2Cl)C=C(c2ccccc2)N3)cc1 (configuration not stated)
i | Cc1cccc(-c2noc(CN(C)Cc3cn[nH]c3-c3ccc(F)cc3)n2)c1
i | COc1ccc(OC)c2c(C)cc(N3CCN(C)C(C(=O)O)C3)nc12 (configuration not stated)
i | O=C(c1csc(S(=O)(=O)N2CCOCC2)c1)N1CCCC1
i | Cc1cc(Sc2ccccc2NC(=O)Nc2ccccc2Br)n2ncnc2n1
i | Cc1cc(NCc2ccccc2F)n2nc(-c3cccnc3)nc2n1
i | CNC(=O)Cc1ccc(-n2ccnc2)cc1
i | O=C(NCc1cccnc1-n1cnc2ccccc21)C(=O)Nc1ccccc1
i | CCOc1ccc(C(=O)N2CCN(S(=O)(=O)c3cc4c5c(c3)CCN5C(=O)CC4)CC2)cc1
i | CCCCc1nc(Cl)c(CN2CCCC(c3n[nH]c(=O)n3CC)C2)[nH]1 (configuration not stated)
i | CN1CCN(CCCNC(=O)c2cc3n(n2)CC(C)(C(=O)NCc2ccc(F)cc2)N(C)C3=O)CC1 (configuration not stated)
i | O=C(CN1C(=O)CCc2cc(S(=O)(=O)N3CCCCC3)ccc21)NCCc1ccc(Cl)cc1
i | COc1ccc(-c2cc(N3CCN(S(=O)(=O)c4cc(F)ccc4F)CC3)ncn2)cc1
i | CCc1nccn1CCC(=O)N1CCCC2(CCN(C)CC2)CC1
i | O=C(c1cn[nH]n1)N1CCN(C(=O)C2CCCCC2)CC1
i | Cc1ccc(-c2c(NCc3ccccc3)oc3c2c(=O)n(C)c(=O)n3C)cc1
i | CCc1ncc2c(n1)CN(C(=O)C1(c3ccc(F)cc3)CCOCC1)C2
i | CNC(=O)c1cccc(S(=O)(=O)NC(C)C2=CCCN(C)C2)c1 (configuration not stated)
i | CC(C)(C)CN1CC(NC(=O)Cc2ccc(O)c(Cl)c2)CC1=O (configuration not stated)
i | Cc1cc(C)c(CN2CCN(CC(=O)Nc3c(C)cccc3C)S2(=O)=O)c(C)c1
i | CCCc1c(C)nc2ncnn2c1Sc1ccc(NC(=O)Cc2ccc(Cl)cc2)cc1
i | Cc1cc(Nc2ccc(OC(=O)c3ccncc3)cc2)n2nc(-c3cccnc3)nc2n1
i | CC(C)Nc1ncc(C(=O)N2CCN(C(=O)c3ccccc3)CC2)cn1
i | CCC(NC(=O)c1cccc(C(F)(F)F)c1C)C1=CCN(C)CC1 (configuration not stated)
i | Cc1cccc(C(C)C)c1NC(=O)CN(C)CCc1cn[nH]c1
i | Cc1cc2nc(COc3ccc(Cl)cc3NC(=O)CC(C)C)cc(=O)n2o1
i | CC(Cn1cncn1)n1ccnc1-c1cc2ccccc2[nH]c1=O (configuration not stated)
i | CC(C)N1CCN(C(=O)CCNc2nccc(CCC(F)(F)F)n2)CC1
i | Cc1nc(C2CC2)ncc1C(=O)N(C)CC1(CO)CCCC1
i | Cc1cc(NC(=O)c2ccc(F)c(F)c2)n(-c2ncnc3c2cnn3-c2cccc(Cl)c2)n1
i | Cc1ccc(Nc2cc(C)nc(Nc3ccc(NC(=O)c4ccc(C(C)(C)C)cc4)cc3)n2)cc1
i | CCOc1ccnc(N(C)Cc2noc(CC)n2)n1
i | CC(C)(C)c1ccc(CN(Cc2ccco2)S(=O)(=O)c2ccc(S(N)(=O)=O)cc2)cc1
i | COc1ccc(CNc2nc3nc(CNc4ccccc4C)cc(=O)n3[nH]2)cc1
i | Cc1ccc(-c2cc(C(=O)NCCc3ccc(S(N)(=O)=O)cc3)no2)cc1
i | CCc1ccc(NC(=O)CN2CCN(Cc3ccccc3F)S2(=O)=O)cc1
i | Cc1ccccc1N1C(=O)N(CC(=O)NC2CCCC2)c2ccccc2S1(=O)=O
i | CC(C)NC(=O)c1nc[nH]c1C(=O)N1CCCCCC1
i | CCn1c(C2CCCNC2)nn(Cc2nc(CCOC)no2)c1=O (configuration not stated)
i | Cc1nc2nc(CN(C(=O)COc3ccccc3)c3ccccc3)nn2c(C)c1Cl
i | COc1ccc2c(c1)c(C(=O)N1CCn3c(C(N)=O)cnc3C1)c(C)n2C
i | Cc1ccc(NC(=O)CNC(=O)C2(N3CCCC3)CCCC2)c(F)c1
i | O=C(NC1CC1)c1ccccc1OCc1nc(-c2cccs2)no1
i | COc1cccc(CNC(=O)C2CCCN2S(=O)(=O)c2cc3c(cc2C)NC(=O)CO3)c1 (configuration not stated)
i | CC(C)c1ccc(S(=O)(=O)NCc2nc3cccnc3n2C(C)C)cc1
+ | O=C(NCCN1N=C(c2ccccc2)CCC1=O)c1cccc2ccnn12

# Other records:
FECH block | compound
i | c1cncc(CN(Cc2ccc3c(c2)OCO3)Cc2cccc3nsnc23)c1
i | O=C(NCc1coc(-c2ccccc2)n1)c1cn(CC2CCCNC2)nn1 (configuration not stated)
i | Cn1nc(C(=O)Nc2cnc3n2CCCC3)ccc1=O
i | Cc1cccnc1CN(C)c1ncnc2c1CCN(C(=O)C1CC1)C2
i | Fc1ccc(CN(Cc2ccncc2)Cc2cccn2-c2ncccn2)cc1
i | CCn1nc(C(=O)O)c2c1CCC(NCCc1cnccn1)C2 (configuration not stated)
i | CCOC(=O)c1cc2ccsc2n1CC(=O)Nc1ccc(C)cc1C
i | CCCN(Cc1ccc(OC)cc1)C(=O)c1nn(C)c2ccccc12
i | O=C(c1ccc(O)cc1)N1CCC(N2CCSCC2)CC1
i | C#CCN(C)C(=O)C(C)N(c1ccccc1)S(C)(=O)=O (configuration not stated)
+ | Cc1cc(C)n2nc(CN(C(=O)Cc3ccccc3)c3ccccc3)nc2n1
i | COc1cc(-c2c(Nc3ccccc3)oc3c2c(=O)n(C)c(=O)n3C)cc(OC)c1OC
i | CCCS(=O)(=O)N1CCN(Cc2nc3cccnc3n2-c2ccc(F)cc2)CC1
i | CCC(=O)Nc1ccc(OCC(=O)NC(C)c2cn3ncsc3n2)cc1 (configuration not stated)
i | CC1CCCN(CCNC2CCN(Cc3ccccn3)CC2)C1 (configuration not stated)
i | Cn1c(=O)n(C)c2cc(CNC(=O)c3n[nH]c4c3CCC4)ccc21
i | Cc1ccccc1C1=CCN(c2ncc(NS(=O)(=O)c3ccc(F)cc3)cc2C(=O)O)CC1
i | COc1cc2c(cc1C1CC(=O)Nc3cc(O)c(C)cc31)OCCCO2 (configuration not stated)
i | COc1cc(C)c(S(=O)(=O)N2CCN(c3nc(C)cc(N(C)C)n3)CC2)cc1C
i | Cc1cc(C(=O)NCCCc2cccnc2)c2cccc(C)c2n1
i | Cc1cccc(OCC(=O)Nc2cc(C)nn2-c2ncnc3c2cnn3-c2ccc(C)cc2C)c1
i | CCc1[nH]c2c(CNC(=O)c3ccnc(-n4cnnc4)c3)cc(C)cc2c1C
i | CC1CCCN1Cc1cccc(C(=O)Nc2nn(C)c3ccccc23)c1 (configuration not stated)
i | COc1ccc(S(=O)(=O)N2CCN(c3nc(C)cc(N(C)C)n3)CC2)cc1OC
i | CN1CCC2(CCCN(C(=O)c3cccc(N)c3)C2)C1 (configuration not stated)
i | CCOCCCNC(=O)Cn1c(=O)c2cnc(-c3ccccc3)nc2n(C)c1=O
i | CN1CCC[C@H]1C(=O)Nc1cccc(NC(=O)CCc2ccccc2)c1
i | Cc1ccc(C)c(NC(=O)CN2CCN(Cc3ccccc3C)S2(=O)=O)c1
i | COc1ccccc1N(Cc1nc2nc(C)cc(C)n2n1)C(=O)c1cccc([N+](=O)[O-])c1
i | O=C(NC1CC(=O)N(c2cccc(F)c2)C1)c1ccc(S(=O)(=O)N2CCOCC2)cc1 (configuration not stated)
i | CC(C)c1cc(C(=O)N(Cc2ccncc2)C[C@@H]2CCC(=O)N2)n(C)n1
i | O=C1NCC(CN2CCOc3c(O)cc(-c4cccc(Cl)c4)cc3C2)O1 (configuration not stated)
i | Cc1cccc(C)c1NC(=O)CSCc1nc(-c2ccccc2)no1
i | CCOc1ccc(-c2nc(CSc3nc4c(c(=O)[nH]3)CCC4)c(C)o2)cc1OC
i | CCCc1c(C)nc2ncnn2c1Sc1ccc(NS(=O)(=O)c2ccc(C)c(C)c2)cc1
i | CSc1ccc(CNC(=O)CN2C(=O)c3cccnc3Sc3ccccc32)cc1
i | CCc1c(C)nc2ncnn2c1Sc1ccccc1NC(=O)COc1ccc(Cl)cc1
i | COc1ccc(OC)c(CNC(=O)COc2nc(C)nc3oc(C)c(C)c23)c1
i | CN1CCC(N(Cc2ccncc2)Cc2cncn2C)CC1
i | CCn1c(CNS(=O)(=O)N(C)C)nc2cccnc21
i | Cc1cccc(NC(=O)CC(=O)N(C)CCCN2CCCCCC2)c1C
i | COc1cccc(-c2[nH]cnc2-c2ccccc2)c1OC
i | O=C(NC1CCCCC1)c1nc[nH]c1C(=O)NCC1CC1
i | Cc1cc(N2CCCC2)nc(N2CCN(S(=O)(=O)c3cc(C(C)C)ccc3C)CC2)n1
i | c1ccc2c(-n3cnnc3CN3CCOCC3)cccc2c1
i | Cc1c(C(=O)N(Cc2ccncc2)C2CCN(C)CC2)[nH]c2ccc(F)cc12
i | CCCCn1ncc2c1NC(=O)CC2c1cn[nH]c1C1CCCCC1 (configuration not stated)
i | CC(=O)c1c(C)nn(-c2ccc(C(=O)NCc3ccccc3)o2)c1C
i | O=c1cc(CNc2ccc(F)cc2)nc2nc(NCc3ccc(F)cc3)[nH]n12
i | c1ccc2sc(-c3nccn3CCCn3ccnc3)cc2c1
i | COc1ccc(N2CCCS2(=O)=O)cc1NC(=O)COc1ccc(C)cc1
i | O=C1CN(S(=O)(=O)c2cc(C(=O)N3CCCC3)cs2)c2ccccc2N1
i | COc1ccc(-c2c(C)[nH]c(=O)[nH]c2=O)c2ccc(C)nc12
i | CCCC(NC(=O)C1CCN(c2ncnc3c2nc2n3CCCCC2)CC1)c1cccs1 (configuration not stated)
i | COc1ccccc1NC(=O)Nc1nc(CC(=O)Nc2cccc(NC(C)=O)c2)cs1
i | CCOC(=O)c1ccc(NC(=O)N2CCC3(CCCN(C)C3=O)C2)cc1 (configuration not stated)
i | O=C(Nc1ccc2nccnc2c1)c1cccc(CN2CCCC(O)C2)c1 (configuration not stated)
i | Cc1ccc(-n2ncc3c(-n4nc(C)cc4NC(=O)CSCc4ccccc4)ncnc32)c(C)c1
i | COc1cc2c(cc1CN1CCOC(CCNC(C)=O)C1)OCO2 (configuration not stated)
i | Cc1ccccc1-c1noc(C2CCN(C(=O)C(C)NC(=O)c3ccco3)CC2)n1 (configuration not stated)

# 21 structures out of the list, sorted by molecular weight, descending.
FECH block | compound
i | Cc1ccc(-n2ncc3c(-n4nc(C)cc4NC(=O)CSCc4ccccc4)ncnc32)c(C)c1
i | CCCC(NC(=O)C1CCN(c2ncnc3c2nc2n3CCCCC2)CC1)c1cccs1 (configuration not stated)
i | Cc1cc(N2CCCC2)nc(N2CCN(S(=O)(=O)c3cc(C(C)C)ccc3C)CC2)n1
i | CSc1ccc(CNC(=O)CN2C(=O)c3cccnc3Sc3ccccc32)cc1
i | CCOc1ccc(-c2nc(CSc3nc4c(c(=O)[nH]3)CCC4)c(C)o2)cc1OC
i | Cc1ccccc1-c1noc(C2CCN(C(=O)C(C)NC(=O)c3ccco3)CC2)n1 (configuration not stated)
i | O=C1CN(S(=O)(=O)c2cc(C(=O)N3CCCC3)cs2)c2ccccc2N1
i | COc1ccc(N2CCCS2(=O)=O)cc1NC(=O)COc1ccc(C)cc1
i | O=c1cc(CNc2ccc(F)cc2)nc2nc(NCc3ccc(F)cc3)[nH]n12
i | O=C1NCC(CN2CCOc3c(O)cc(-c4cccc(Cl)c4)cc3C2)O1 (configuration not stated)
i | O=C(Nc1ccc2nccnc2c1)c1cccc(CN2CCCC(O)C2)c1 (configuration not stated)
i | Cc1cccc(NC(=O)CC(=O)N(C)CCCN2CCCCCC2)c1C
i | CC(C)c1cc(C(=O)N(Cc2ccncc2)C[C@@H]2CCC(=O)N2)n(C)n1
i | Cc1cccc(C)c1NC(=O)CSCc1nc(-c2ccccc2)no1
i | CCCCn1ncc2c1NC(=O)CC2c1cn[nH]c1C1CCCCC1 (configuration not stated)
i | CC(=O)c1c(C)nn(-c2ccc(C(=O)NCc3ccccc3)o2)c1C
i | c1ccc2sc(-c3nccn3CCCn3ccnc3)cc2c1
i | c1ccc2c(-n3cnnc3CN3CCOCC3)cccc2c1
i | O=C(NC1CCCCC1)c1nc[nH]c1C(=O)NCC1CC1
i | CCn1c(CNS(=O)(=O)N(C)C)nc2cccnc21
i | COc1cccc(-c2[nH]cnc2-c2ccccc2)c1OC

# Next section
FECH block | compound
i | Cc1nonc1C1CCCN1C(=O)CN1CCOc2ccccc2C1 (configuration not stated)
i | COC1CCC(C(=O)N(Cc2ccccn2)Cc2sccc2C)CC1 (configuration not stated)
i | Cc1cc(C)c2[nH]c(C(=O)N(CCO)Cc3nccs3)c(C)c2c1
i | CC(C)c1cc(C(=O)NC2CC(=O)N(C3Cc4ccccc4C3)C2)cs1 (configuration not stated)
i | Nc1ccc(-n2cnc(-c3cccs3)c2)cn1
i | COc1ccccc1N1CCN(S(=O)(=O)c2cc(C(=O)N3CCCC3)cs2)CC1

# Bioassay records as filed in PubChem BioAssay.

# Only part of the results is shown. The share of hits here may be higher or lower than overall.
